NSD2 block – NSD2 (human) methyltransferase inhibition; O96028; NSD2-SET H3K36me1 DELFIA fluorescence, biochemical; inhibition, % at 12.5 µM; 0.07% of 44,000 active; in the data active = inhibition above about 54%, passing the limit was not always enough;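 also: inhibitors reduce the monomethyl H3K36 fluorescence signal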
Target sequence (O96028 whole entry, looked up): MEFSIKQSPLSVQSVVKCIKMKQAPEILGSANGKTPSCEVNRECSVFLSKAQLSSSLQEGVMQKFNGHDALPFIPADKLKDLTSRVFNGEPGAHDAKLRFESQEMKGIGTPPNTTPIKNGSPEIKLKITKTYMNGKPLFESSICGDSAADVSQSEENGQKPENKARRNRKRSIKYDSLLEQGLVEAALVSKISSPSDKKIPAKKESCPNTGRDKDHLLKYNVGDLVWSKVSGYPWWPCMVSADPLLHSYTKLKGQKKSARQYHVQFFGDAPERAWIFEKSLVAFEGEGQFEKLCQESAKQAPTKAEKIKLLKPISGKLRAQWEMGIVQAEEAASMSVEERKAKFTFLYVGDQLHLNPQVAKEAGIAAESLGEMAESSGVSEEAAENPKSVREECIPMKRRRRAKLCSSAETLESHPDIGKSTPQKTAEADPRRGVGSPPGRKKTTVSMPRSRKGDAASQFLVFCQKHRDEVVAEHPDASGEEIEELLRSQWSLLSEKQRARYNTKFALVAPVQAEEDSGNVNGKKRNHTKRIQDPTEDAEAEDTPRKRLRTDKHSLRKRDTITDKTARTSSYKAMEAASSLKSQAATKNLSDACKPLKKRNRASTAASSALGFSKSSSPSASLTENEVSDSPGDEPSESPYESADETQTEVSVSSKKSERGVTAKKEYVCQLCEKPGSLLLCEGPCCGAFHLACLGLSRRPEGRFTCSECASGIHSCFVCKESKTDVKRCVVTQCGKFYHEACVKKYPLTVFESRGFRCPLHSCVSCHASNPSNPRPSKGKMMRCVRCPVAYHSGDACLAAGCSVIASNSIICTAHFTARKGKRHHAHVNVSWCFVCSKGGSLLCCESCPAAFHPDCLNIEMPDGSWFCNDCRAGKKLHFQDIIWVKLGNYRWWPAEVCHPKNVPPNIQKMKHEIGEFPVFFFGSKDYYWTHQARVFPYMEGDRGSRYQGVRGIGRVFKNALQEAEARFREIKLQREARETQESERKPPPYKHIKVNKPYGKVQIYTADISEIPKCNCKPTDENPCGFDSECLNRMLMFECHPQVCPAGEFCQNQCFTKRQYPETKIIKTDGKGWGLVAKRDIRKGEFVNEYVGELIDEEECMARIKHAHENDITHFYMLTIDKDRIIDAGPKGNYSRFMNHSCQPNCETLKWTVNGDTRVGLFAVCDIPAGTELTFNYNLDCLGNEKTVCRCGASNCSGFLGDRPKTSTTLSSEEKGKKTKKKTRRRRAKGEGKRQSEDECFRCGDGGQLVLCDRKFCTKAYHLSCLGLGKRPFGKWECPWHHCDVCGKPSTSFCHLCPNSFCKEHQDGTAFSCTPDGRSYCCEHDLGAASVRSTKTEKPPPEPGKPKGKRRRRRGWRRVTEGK
An asterisk follows results filed as active; i = inactive. The list is partial; rates above refer to the full screens.

SMILES	NSD2 block
C[C@@H]1CCCCO[C@H](CN(C)C(=O)Nc2ccc(C(F)(F)F)cc2)[C@@H](C)CN([C@@H](C)CO)C(=O)c2cc(NC(=O)CCC(F)(F)F)ccc2O1	-5
C[C@@H]1CCCCO[C@H](CN(C)C(=O)Nc2ccc3c(c2)OCO3)[C@H](C)CN([C@H](C)CO)C(=O)c2cc(NC(=O)Nc3ccc(C(F)(F)F)cc3)ccc2O1	0
CNC[C@H]1OCCCC[C@H](C)Oc2ccc(NC(=O)Nc3ccccc3)cc2C(=O)N([C@@H](C)CO)C[C@@H]1C	5
C[C@H]1CN([C@@H](C)CO)C(=O)c2cc(NS(=O)(=O)c3cn(C)cn3)ccc2O[C@@H]1CN(C)Cc1ccc(C(F)(F)F)cc1	0
O=[N+]([O-])c1ccccc1S(=O)(=O)N1CCN(Cc2cccc(OCCO)c2)CC1	22
C[C@@H]1CN([C@@H](C)CO)C(=O)c2cc(NC(=O)Cc3ccccc3)ccc2O[C@@H]1CN(C)C	2
COc1ccccc1NC(=O)N(C)C[C@H]1Oc2cc(Br)ccc2S(=O)(=O)N([C@H](C)CO)C[C@@H]1C	-8
CO[C@H](CN(C)S(=O)(=O)c1cccc(Cl)c1)[C@H](C)CN([C@H](C)CO)S(=O)(=O)c1ccc(Cl)cc1	5
C[C@H]1CN([C@@H](C)CO)C(=O)c2cc(NC(=O)Cc3ccccc3)ccc2O[C@H]1CN(C)S(=O)(=O)c1cn(C)cn1	2
C[C@@H]1CN([C@H](C)CO)S(=O)(=O)c2ccc(C#Cc3cccc(F)c3)cc2O[C@H]1CN(C)S(=O)(=O)c1ccccc1F	-1
O=C(N/N=C/c1ccccc1Cl)c1ccccn1	3
C[C@H](CO)N1C[C@H](C)[C@H](CN(C)S(=O)(=O)c2ccc(C#N)cc2)Oc2ncc(-c3cccc(F)c3)cc2C1=O	-7
Cc1ccc(S(=O)(=O)Nc2ccc3c(c2)CC(=O)N([C@H](C)CO)C[C@H](C)[C@@H](CN(C)S(=O)(=O)c2ccc(Cl)cc2)O3)cc1	0
C[C@H]1CN([C@@H](C)CO)C(=O)c2cc(C#CC3CCCCC3)cnc2O[C@@H]1CN(C)S(=O)(=O)c1cccc(F)c1	-3
C[C@H](CO)N1C[C@H](C)[C@@H](CN(C)Cc2ccccn2)Oc2cc(C3=CCCC3)ccc2S1(=O)=O	6
CNC[C@@H]1Oc2ccc(NC(=O)C3CC3)cc2CC(=O)N([C@H](C)CO)C[C@@H]1C	0
C[C@H](CO)N1C[C@H](C)[C@H](CN(C)C(=O)Nc2ccc(F)cc2)Oc2ccc(NS(=O)(=O)c3ccc(Cl)cc3)cc2C1=O	3
CN(CCO)c1ccc(/C=N/NC(=O)c2cccc(C(=O)NO)c2)cc1	0
C[C@@H]1CCCCO[C@H](CN(C)Cc2ccccc2)[C@H](C)CN([C@@H](C)CO)C(=O)c2cc(NS(=O)(=O)c3cccs3)ccc2O1	-2
C[C@H]1CN([C@@H](C)CO)C(=O)Cc2cc(NC(=O)c3ccncc3)ccc2O[C@@H]1CN(C)S(=O)(=O)c1cn(C)cn1	2
COc1cccc2c1oc(=O)c1c(NC(C)=O)nc(-c3cccs3)nc12	-3
C[C@@H]1CN([C@@H](C)CO)C(=O)Cc2cc(NC(=O)NC3CCCCC3)ccc2O[C@H]1CN(C)S(=O)(=O)c1ccccc1	0
C#CCNC(=O)C1=C[C@H](c2ccccc2)[C@@H](CCCO)[C@H](OCC)O1	-3
C[C@@H]1CN([C@H](C)CO)C(=O)Cc2cc(NC(=O)Nc3ccccc3)ccc2O[C@@H]1CN(C)C(=O)Nc1ccc(C(F)(F)F)cc1	7
C[C@H](CO)N1C[C@H](C)[C@@H](CN(C)C(=O)Cc2cccnc2)Oc2ncc(C#CCN(C)C)cc2C1=O	-2
CN(C)CC(=O)Nc1ccc2c(c1)[C@@H]1C[C@H](CC(=O)N(C)C)O[C@H](CO)[C@@H]1O2	-3
CNC[C@H]1Oc2ccc(NS(=O)(=O)c3ccc(F)cc3)cc2C(=O)N([C@H](C)CO)C[C@H]1C	2
COc1ccc(-c2csc(NC(=O)Cc3cccc4ccccc34)c2C(=O)O)cc1	-8
C[C@@H]1CCCCO[C@@H](CN(C)C(=O)c2ccncc2)[C@@H](C)CN([C@H](C)CO)C(=O)c2cc(NS(=O)(=O)c3ccccc3)ccc2O1	-14
C[C@@H]1CN([C@H](C)CO)C(=O)c2cc(NC(=O)Cc3ccccc3)ccc2O[C@@H](C)CCCCO[C@@H]1CN(C)S(=O)(=O)c1cccs1	1
COc1cccc(C#Cc2ccc3c(c2)O[C@@H](CN(C)C)[C@H](C)CN([C@H](C)CO)S3(=O)=O)c1	10
C[C@H](CO)N1C[C@H](C)[C@H](CN(C)Cc2ccc(Cl)c(Cl)c2)Oc2ccc(NC(=O)Cc3cn(C)c4ccccc34)cc2CC1=O	-8
CN(C)C(=O)C[C@H]1C[C@H]2c3cc(NS(C)(=O)=O)ccc3O[C@H]2[C@@H](CO)O1	5
CC(C)NC(=O)N(C)C[C@H]1OCCCC[C@H](C)Oc2ccc(NC(=O)Nc3cccc4ccccc34)cc2C(=O)N([C@@H](C)CO)C[C@H]1C	4
Cc1cc(=O)[nH]c(SCC(=O)Nc2ccc(Br)cc2)c1C#N	-2
C[C@H]1CN([C@@H](C)CO)C(=O)CCCn2cc(nn2)CO[C@@H]1CN(C)S(=O)(=O)c1ccc(Oc2ccccc2)nc1	-9

Compounds shown so far with a Cl atom:
SMILES	NSD2 block
CO[C@H](CN(C)S(=O)(=O)c1cccc(Cl)c1)[C@H](C)CN([C@H](C)CO)S(=O)(=O)c1ccc(Cl)cc1	5
O=C(N/N=C/c1ccccc1Cl)c1ccccn1	3
Cc1ccc(S(=O)(=O)Nc2ccc3c(c2)CC(=O)N([C@H](C)CO)C[C@H](C)[C@@H](CN(C)S(=O)(=O)c2ccc(Cl)cc2)O3)cc1	0
C[C@H](CO)N1C[C@H](C)[C@H](CN(C)C(=O)Nc2ccc(F)cc2)Oc2ccc(NS(=O)(=O)c3ccc(Cl)cc3)cc2C1=O	3
C[C@H](CO)N1C[C@H](C)[C@H](CN(C)Cc2ccc(Cl)c(Cl)c2)Oc2ccc(NC(=O)Cc3cn(C)c4ccccc34)cc2CC1=O	-8

(further entries)
SMILES	NSD2 block
C[C@@H]1CCCCO[C@H](CN(C)C(=O)CCCN(C)C)[C@H](C)CN([C@@H](C)CO)C(=O)c2cc(NC(=O)Nc3cccc4ccccc34)ccc2O1	1
CCCNC(=O)N(C)C[C@H]1Oc2ncc(-c3ccccc3)cc2C(=O)N([C@H](C)CO)C[C@@H]1C	0
COc1ccc(S(=O)(=O)N(C)C[C@@H]2Oc3ccc(NC(=O)Nc4ccccc4)cc3CC(=O)N([C@@H](C)CO)C[C@H]2C)cc1	-8
C[C@H](CO)N1C[C@H](C)[C@@H](CN(C)C(=O)NC2CCCCC2)Oc2ccc(NC(=O)CCCCCC(=O)Nc3ccccc3N)cc2CC1=O	4
Cc1noc(C)c1NC(=O)N(C)C[C@H]1Oc2ccc(NC(=O)CCC(F)(F)F)cc2CC(=O)N([C@@H](C)CO)C[C@H]1C	3
C[C@@H]1CN([C@H](C)CO)C(=O)CCCn2cc(nn2)CO[C@H]1CN(C)S(=O)(=O)c1ccc(Oc2ccccc2)cc1	0
C/C=C/c1cnc2c(c1)C(=O)N([C@H](C)CO)C[C@H](C)[C@@H](CN(C)C(=O)Cc1ccccn1)O2	-5
C[C@@H]1CN([C@H](C)CO)C(=O)Cc2cc(NS(=O)(=O)c3ccc(F)cc3)ccc2O[C@H]1CN(C)Cc1ccncc1	2
CCCNC(=O)C[C@@H]1C[C@H]2c3cc(NC(=O)c4cccnc4)ccc3O[C@H]2[C@H](CO)O1	2
C[C@H](CO)N1C[C@H](C)[C@H](CN(C)S(=O)(=O)c2cn(C)cn2)Oc2c(NC(=O)Nc3ccccc3)cccc2C1=O	2
C[C@@H]1CN([C@H](C)CO)S(=O)(=O)c2ccc(C#CC3CC3)cc2O[C@@H]1CN(C)C(=O)c1cnccn1	-2
C[C@H]1CN([C@@H](C)CO)C(=O)c2cc(NS(C)(=O)=O)ccc2O[C@@H]1CN(C)Cc1ccc(Oc2ccccc2)cc1	-3

The list goes on (2 carried over from the part before).
SMILES	NSD2 block
C[C@@H]1CN([C@H](C)CO)S(=O)(=O)c2ccc(C#CC3CC3)cc2O[C@@H]1CN(C)C(=O)c1cnccn1	-2
C[C@H]1CN([C@@H](C)CO)C(=O)c2cc(NS(C)(=O)=O)ccc2O[C@@H]1CN(C)Cc1ccc(Oc2ccccc2)cc1	-3
C[C@@H]1CN([C@@H](C)CO)C(=O)c2cccc(NC(=O)Nc3cccc4ccccc34)c2O[C@H]1CN(C)C(=O)Nc1ccccc1	-2
C[C@@H]1CN([C@H](C)CO)C(=O)c2cc(NC(=O)CCCN(C)C)ccc2O[C@@H](C)CCCCO[C@H]1CN(C)S(=O)(=O)c1cccs1	4
COc1ccc(NC(=O)N(C)C[C@@H]2OCCCC[C@@H](C)Oc3ccc(NC(=O)Nc4c(C)noc4C)cc3C(=O)N([C@H](C)CO)C[C@@H]2C)cc1	-6
COc1cccc(-c2cnc3c(c2)C(=O)N([C@H](C)CO)C[C@H](C)[C@H](CN(C)S(=O)(=O)c2ccccc2)O3)c1	5
C[C@@H]1CN([C@@H](C)CO)C(=O)c2cc(NC(=O)CCC(F)(F)F)ccc2O[C@H]1CN(C)C(=O)Nc1ccccc1	3
C[C@H]1CCCCO[C@H](CN(C)CC2CC2)[C@@H](C)CN([C@@H](C)CO)C(=O)c2cc(NS(=O)(=O)c3ccccc3)ccc2O1	5
CCCN(C)C[C@H]1Oc2cc(C#Cc3ccccc3F)ccc2S(=O)(=O)N([C@H](C)CO)C[C@@H]1C	-10
C[C@@H]1CN([C@H](C)CO)C(=O)c2cc(C#Cc3ccc(F)cc3)cnc2O[C@@H]1CN(C)C	4
COc1ccc(S(=O)(=O)N(C)C[C@H]2Oc3ccc(NC(=O)Cc4cn(C)c5ccccc45)cc3C(=O)N([C@@H](C)CO)C[C@@H]2C)cc1	-1
FC(F)(F)c1ccnc(SCn2c(=S)sc3ccccc32)n1	7
CNC[C@H]1Oc2cc(C#Cc3ccccc3)ccc2S(=O)(=O)N([C@H](C)CO)C[C@@H]1C	1
COc1ccc(S(=O)(=O)Nc2ccc3c(c2)C(=O)N([C@@H](C)CO)C[C@H](C)[C@H](CN(C)C(=O)Nc2c(C)noc2C)O3)cc1	2
C[C@H]1CN([C@@H](C)CO)C(=O)c2cc(NC(=O)Nc3ccc(F)cc3)ccc2O[C@H]1CN(C)C(=O)Nc1cccc2ccccc12	-9
O=C(CCCCC(=O)N/N=C/c1cc(O)ccc1Br)NO	-3
C[C@H]1CN([C@@H](C)CO)S(=O)(=O)c2ccc(C#Cc3ccccn3)cc2O[C@@H]1CN(C)Cc1ccc(F)cc1	4
CC(C)NC(=O)Nc1ccc2c(c1)C(=O)N([C@H](C)CO)C[C@H](C)[C@@H](CN(C)Cc1ccccc1)O2	0
COc1ccc(CN(C)C[C@H]2Oc3c(NC(=O)c4nc5ccccc5s4)cccc3C(=O)N([C@@H](C)CO)C[C@@H]2C)cc1	5
Cc1ccc(S(=O)(=O)Nc2ccc3c(c2)C(=O)N([C@@H](C)CO)C[C@@H](C)[C@H](CN(C)S(=O)(=O)c2ccc(F)cc2)OCCCC[C@H](C)O3)cc1	1
CCCC(O)C#Cc1cnc2c(c1)C(=O)N([C@H](C)CO)C[C@H](C)[C@H](CN(C)Cc1ccc(F)cc1)O2 (some centres undefined)	-2
CC(C)(C)[C@H]1C=C(C(=O)N2CCN(Cc3ccc4c(c3)OCO4)CC2)O[C@@H](OCc2ccc(CO)cc2)C1	16
C[C@H](CO)N1C[C@H](C)[C@@H](CN(C)Cc2ccc3c(c2)OCO3)Oc2ccc(NC(=O)Cc3cn(C)c4ccccc34)cc2CC1=O	3
C[C@@H]1CN([C@@H](C)CO)C(=O)c2cc(NC(=O)c3ccncc3)ccc2O[C@@H](C)CCCCO[C@H]1CN(C)Cc1ccc(C(F)(F)F)cc1	3
CCOc1ccc2ccccc2c1C(=O)N[C@@H]1C(=O)N2[C@@H]1SC(C)(C)[C@@H]2C(=O)O	2
Cc1cccnc1NC(=O)C(C)Oc1ccccc1 (centres undefined)	-4
C[C@@H]1CN([C@@H](C)CO)C(=O)Cc2cc(NC(=O)NC3CCCCC3)ccc2O[C@H]1CN(C)Cc1ccc2c(c1)OCO2	-3
COc1ccc(S(=O)(=O)N(C)C[C@@H]2Oc3ccc(NC(=O)Nc4cccc5ccccc45)cc3CC(=O)N([C@H](C)CO)C[C@@H]2C)cc1	2
CC(C)NC(=O)N(C)C[C@@H]1OCCCC[C@H](C)Oc2ccc(NC(=O)C3CCCCC3)cc2C(=O)N([C@@H](C)CO)C[C@@H]1C	11
C[C@H]1CN([C@@H](C)CO)C(=O)c2cc(NS(C)(=O)=O)ccc2O[C@H]1CN(C)C(=O)Nc1ccc(F)cc1	2
C[C@@H]1CN([C@@H](C)CO)C(=O)c2cc(C#CC3(O)CCCC3)cnc2O[C@@H]1CN(C)S(=O)(=O)c1cccc(F)c1	13
C[C@@H]1CN([C@H](C)CO)C(=O)c2cc(C#C[C@@H](C)O)cnc2O[C@@H]1CN(C)C(=O)Cc1ccccn1	3
Cc1noc(C)c1NC(=O)Nc1ccc2c(c1)C(=O)N([C@H](C)CO)C[C@H](C)[C@@H](CN(C)S(=O)(=O)c1ccccc1)OCCCC[C@H](C)O2	i
C[C@@H]1CN([C@@H](C)CO)C(=O)Cc2cc(N(C)C)ccc2O[C@@H]1CN(C)C(=O)Nc1ccc2c(c1)OCO2	2

Arranged by molecular weight (descending): 3 of the compounds above
SMILES	NSD2 block
Cc1ccc(S(=O)(=O)Nc2ccc3c(c2)CC(=O)N([C@H](C)CO)C[C@H](C)[C@@H](CN(C)S(=O)(=O)c2ccc(Cl)cc2)O3)cc1	0
C[C@H]1CCCCO[C@H](CN(C)CC2CC2)[C@@H](C)CN([C@@H](C)CO)C(=O)c2cc(NS(=O)(=O)c3ccccc3)ccc2O1	5
C[C@H](CO)N1C[C@H](C)[C@@H](CN(C)Cc2ccccn2)Oc2cc(C3=CCCC3)ccc2S1(=O)=O	6
